Compound activity deposited in PubChem BioAssay by Broad Institute.
FN deposit inh: fibronectin deposition inhibition; 350,000 compounds, 0.086% hits; inhibition, % at 12.6 µM; AID 743247; AH1F fibroblasts, Alexa488-fibronectin deposition fluorescence, overnight;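 active = mean inhibition across replicates of 30% or more, regardless of how many single replicates reach that level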;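 note: positive control wells lacked labelled fibronectin entirely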
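material = AH1F fibroblast monolayer depositing Alexa488-labelled fibronectin into matrix | amount = 10000 AH1F cells/well | buffer or medium = DMEM plus 2% serum, read in PBS | incubation = 1 h cell adhesion before compound, then overnight fibronectin incubation | detection = fluorescence at 485 nm excitation, 525 nm emission | evaluation = percent inhibition as loss of matrix-bound fibronectin fluorescence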
CFTR F508del cor: correctors of CFTR F508del function in bronchial epithelial cells; CFBE cells, YFP halide quenching; stimulated with forskolin plus potentiator P3; % fluorescence drop versus neutral controls; activity (quench increase), % at 7.58 µM; 350,000 compounds, 0.36% hits; AID 720511;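 active = mean added fluorescence quench of at least 8% versus neutral control, with both replicates also reaching 8%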;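 note: cells transiently co-express mutant CFTR-F508del with the halide-sensitive YFP; corrector assay measuring rescue of mutant channel to the surface after 24 h compound exposure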
miR122 inh: blocks miR-122 activity in Huh7 sensor cells; activation (reporter increase), % at 12.5 µM; AID 602342; Huh7 miR-122 Renilla luciferase sensor, 48 h; neutral wells = 0, positive control = 100; 340,000 compounds, 0.3% hits;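 active = mean replicate activation score at least 90 and every replicate individually at or above 90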;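 note: higher luciferase means less miR-122 activity so hits act as miR-122 inhibitors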
EWS-Fli inh: inhibitors of EWS/Fli oncoprotein transcriptional activity; inhibition, % at 12.6 µM; A673 NR0B1-luciferase reporter, viability-normalised; 350,000 compounds, 0.67% hits;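 active = mean inhibition of at least 50% after viability correction, with every replicate also passing that limit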;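 note: firefly luciferase signal divided by Alamar Blue viability fluorescence both relative to DMSO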
DENV2 CPE: inhibitors of DENV2 cytopathic effect; DENV2-infected cells, cytopathic effect rescue, plate reader; CPE inhibition, % at 9.99 µM; 350,000 compounds, 1.7% hits; in the data active = CPE inhibition above about 20%, passing the limit was not always enough; tested in BHK-21 cells;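 note: 0% = median of neutral control wells and 100% = median of positive control wells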
PAX8 inh HTS: inhibitors of PAX8 transcriptional activity in RMG-I cells; RMG-I TPO-luciferase reporter, SteadyGlo, 24 h; inhibition, % at 12.6 µM; 360,000 compounds, 1.2% hits;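 active = mean replicate inhibition at least 60% with every replicate also reaching 60%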;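 note: luciferase light reporting Pax8 driven TPO promoter activity; plate controls were median of neutral control wells for no effect and mitoxantrone controls for full effect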
INS-1E GSIS act: primary screen for activators of insulin secretion dependent on glucose, INS-1E cells, GLuc reporter luminescence. activation, % at 16.6 µM. 370,000 compounds, 0.61% hits. INS-1E GLuc reporter insulin secretion, 2-3 h;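 active = lowest replicate activation of at least 40%, so every replicate reaches that level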;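 note: 0% = median of neutral control wells and 100% = median of IBMX positive control wells; some compounds called inactive have numbers as strong as hits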
* = called active by the depositor; x = no result given; & = joins results of further samples; [ ] = another dose, or the depositor's remark.

SMILES	FN deposit inh	CFTR F508del cor	miR122 inh	EWS-Fli inh	DENV2 CPE	PAX8 inh HTS	INS-1E GSIS act
Cc1ccc(S(=O)(=O)N2CCC(C(=O)N/N=C/c3cccn3C)CC2)cc1	6	-1.3	-11	7	15	-4	x
CCOC(=O)Cc1csc(NC(=O)COc2ccc3c(C)cc(=O)oc3c2)n1	8	-1.9	x	-9	3	8	-6
NCCc1nnc(SCc2c(Cl)cccc2Cl)o1	4	-1.4	4	13	4	2	x
O=C(Cc1ccncc1)NCC[C@H]1CC[C@H](NC(=O)C2CCCC2)[C@H](CO)O1	-8	0.2	7[16.7 µM]	3	-7	-15	2
CCOC(=O)c1c(NC(=O)C(NCCN(C)C)c2ccccc2)sc2c1CCCC2 (configuration not stated)	2	1.4	-6	59*	-2	38	-16
COC(=O)CN1C(=S)N(c2ccc(F)cc2)C(=O)C1CC(=O)Nc1ccccc1 (configuration not stated)	1	-4.5	x	12	-3	-3	-35
CC1CCN(C2=C(NS(=O)(=O)c3ccc(Br)cc3)C(=O)c3ccccc3C2=O)CC1	5	-1.7	2	x	-1	8	11
COc1ccc(-c2ccc([C@H]3[C@@H](CO)N4CCCCN(C(=O)NC(C)C)C[C@@H]34)cc2)cc1	x	4.8	0[16.7 µM]	-5	20	-5	-18
O=C(CN1CCN(S(=O)(=O)c2ccc(F)cc2)CC1)NCc1cccs1	0	-1.0	-3	-14	-3	x	4
O=C(NCc1ccc(F)cc1)[C@@H]1[C@@H](CO)[C@@H]2Cn3c(cccc3=O)[C@@H]2N1C(=O)c1cccnc1	13	x	x	-7	-4	x	-4
Cc1ccc(C(=O)Cn2nnc(-c3cccs3)n2)cc1	-8	-0.4	-7	-23	1	-58	x
O=C1CN(C(=O)c2cccc(Br)c2)c2ccccc2N1	7	1.0	10	37	4	19	-7
O=C(Nc1nc2nccc(-c3ccccc3)n2n1)C(Cl)(Cl)Cl	10	x	x	-11	-1	-27	x
CC(C)C[C@@H](CNCC(=O)[C@H](Cc1ccccc1)NC(=O)c1[nH]cnc1C(=O)N[C@H](CN)CC(C)C)NC(=O)c1nc[nH]c1C(=O)N[C@@H](CC(=O)O)C(=O)O	-8	-0.8	2	-5	6	-18	26
CC(C)NC(=O)N(C)C[C@H]1Oc2ccc(NC(=O)CCC(F)(F)F)cc2C(=O)N([C@@H](C)CO)C[C@H]1C	x	-0.6	2[16.7 µM]	-8	5	-19	-3
C=C1C(=O)C2=CC1CCC(=O)C1(C)CCC(OC(C)=O)C(C)(C)C1CC2O (configuration not stated)	14	-18	x	57*	3	105*	-30
CCCCN(C(=O)CSc1n[nH]c(-c2ccc(C)cc2)n1)c1c(N)n(CCCC)c(=O)[nH]c1=O	-5	2.4	x	-4	-3	-20	-14
O=C(Cc1nnc(NC(=O)Nc2ccccc2)s1)NCc1ccccc1	x	-0.1	x	-2	2	5	-6
FC(F)(F)c1cccc(NC(=S)Nc2ccc(Cl)c(Cl)c2)c1	5	-1.3	-6	5	1	1	-36
Cc1ccc(NCc2nnc(SCCN3CCCCC3)n2CC2CCCO2)cc1Cl (configuration not stated)	-4	x	6	x	x	0	x

Limited to EWS-Fli inh and CFTR F508del cor, for some of the entries so far:
compound | EWS-Fli inh | CFTR F508del cor
O=C(CN1CCN(S(=O)(=O)c2ccc(F)cc2)CC1)NCc1cccs1 | -14 | -1.0
O=C(NCc1ccc(F)cc1)[C@@H]1[C@@H](CO)[C@@H]2Cn3c(cccc3=O)[C@@H]2N1C(=O)c1cccnc1 | -7 | x

New compounds follow
SMILES	FN deposit inh	CFTR F508del cor	miR122 inh	EWS-Fli inh	DENV2 CPE	PAX8 inh HTS	INS-1E GSIS act
C[C@@H]1CN([C@@H](C)CO)C(=O)c2cc(NS(=O)(=O)c3ccc(Cl)cc3)ccc2O[C@@H](C)CCCCO[C@H]1CN(C)C(=O)Nc1cccc2ccccc12	7	1.6	-1[16.7 µM]	-4	-3	17	8
COc1ccc(CCNC(=O)C(=O)NCC2OCCN2S(=O)(=O)c2ccc(OC)c(OC)c2)cc1 (configuration not stated)	-38	3.3	-8	3	1	9	-2
CO[C@H]1CN(C)C(=O)c2ccc(NC(=O)Cc3ccccc3)cc2OC[C@@H](C)N(CC2CC2)C[C@@H]1C	-11	2.7	-9[16.7 µM]	-1	-3	-2	-8
CCCCN(CCCC)S(=O)(=O)c1ccc2[nH]c(=O)[nH]c2c1	x	-2.9	-16	0	-9	x	-21
O=C(CSc1n[nH]c(-c2ccccn2)n1)Nc1ccc(F)cc1	1	3.3	x	36	1	14	-7
Cc1nc2ccc(NS(=O)(=O)c3c(F)cccc3F)cc2s1	-3	0.7	-4	-10	-4	0	-26
O=C(NC1CCCC1)N[C@H]1C=C[C@H](CC(=O)N2CCOCC2)O[C@@H]1CO	6	0.7	-8[16.7 µM]	0	3	6	2
Cc1ccc(N2CCN(CC(O)COc3ccccc3)CC2)cc1 (configuration not stated)	-3	0.5	-1	2	-5	17	-17
CC(C)C[C@@H](NC(=O)C1CCC(CNC(=O)[C@H](Cc2ccccc2)NC(=O)OC(C)(C)C)CC1)C(=O)O (some centres not stated)	3	2.1	3	-8	13	8	-14
C[C@@H]1CN([C@@H](C)CO)C(=O)c2cccc(NC(=O)c3ccncc3)c2O[C@H]1CN(C)Cc1ccc(Oc2ccccc2)cc1	x	-0.4	5[16.7 µM]	-5	0	13	x
C/C=C(\C)C(=O)OC1c2c(ccc3ccc(=O)oc23)OC(C)(C)C1OC(C)=O (configuration not stated)	x	x	4	x	x	-8	-20
CCC(=O)N1CC2(C1)[C@H](c1ccc(-c3ccc(F)cc3)cc1)[C@@H](CO)N2S(C)(=O)=O	x	-1.1	x	0	0	7	-4
O=C(C1=C[C@H](C2CCCCC2)C[C@H](OCc2ccc(CO)cc2)O1)N1CCOCC1	-4	-0.9&-3.8	0	-3&4	-7&-2	-1&1	-1
NS(=O)(=O)c1ccc(CCNC(=O)CNC(=O)c2ccc(F)cc2)cc1	-5	1.2	-3	2	2	-30	-6
Cc1cc(OC(=O)c2cc(C(F)(F)F)cc(C(F)(F)F)c2)c([N+](=O)[O-])c(=O)[nH]1	2	-2.7	-5	-1	-4	13	x
C[C@H](CO)N1C[C@H](C)[C@@H](CN(C)S(=O)(=O)c2ccc(F)cc2)OCCCC[C@H](C)Oc2ccc(N(C)C)cc2C1=O	-7	3.4	4[16.7 µM]	-1	15	33	-12
COc1ccccc1OCC(=O)Nc1ccccc1C(=O)NCc1cccnc1	-4	-2.2	-1	-4	-5	11	-4
CC(=O)c1ccc(NC(=O)c2ccc(N3C(=O)c4cccnc4C3=O)cc2)cc1	-2	1.1	7	-33	10	-59	12
CNC[C@H]1Oc2ccc(NS(=O)(=O)c3ccc(OC)cc3)cc2C(=O)N([C@@H](C)CO)C[C@@H]1C	8	0.1	-4[16.7 µM]	-3	8	-4	13
CCOc1ccc(S(=O)(=O)N2CCC(C(=O)Nc3ccccc3N3CCCC3)CC2)cc1	22	2.4	-4	12	-11	7	8
O=C(Nc1cccc(Cl)c1)Nc1cccc(C(=O)O)c1	5	0.7	2	55*	3	14	-5
CC(OC(=O)c1ccc(S(=O)(=O)N2CCOCC2)cc1)c1ccccc1 (configuration not stated)	-2	1.9	0	0	-8	9	-19
CCS(=O)(=O)Nc1ccc2c(c1)C(=O)N(C)[C@H]1CC[C@@H](CC(=O)NCc3ccc(OC)cc3)O[C@@H]1CO2	1	3.7	4[16.7 µM]	5	-3	-5	6
C=CCOc1ccccc1CN1CCCN(C)CC1	-1	-1.5	-4	-21	6	-21	-4
O=C(NCCCN1CCc2ccccc2C1)C1CCN(S(=O)(=O)N2CCC3(CC2)OCCO3)CC1	1	0.8	x	6	-6	11	-22
C[C@@H]1CN([C@H](C)CO)S(=O)(=O)c2ccc(-c3cncnc3)cc2O[C@H]1CN(C)C(=O)Cc1cccnc1	3	-1.1	3[16.7 µM]	-5	-9	6	29
N#C[C@H]1[C@H](c2ccc(-c3cncnc3)cc2)[C@@H](CO)N1C(=O)C1CCOCC1	-2	1.1	x	-3	-3	-2	-6
N#Cc1cccn1-c1nccs1	x	-1.4	x	-6	1	-13	10
NC(=O)CN(c1ccccc1)C1SC(=O)N(Cc2ccccc2)C1=O (configuration not stated)	x	x	-1	x	-6	x	0
CC(C)Cn1c(CN2CCN(C)C(CCO)C2)nc2ccccc21 (configuration not stated)	-3	0.5	-1	-5	-1	-12	1
Cc1cc(S(=O)(=O)/N=C(\N)c2ccc(C(N)=O)cc2)cc(C)c1F	5	0.9	13	12	-10	10	x
COc1cccc(/C=N/n2cnc3c(cnn3-c3ccccc3)c2=O)c1	-2	-2.8	-3	-3	6	15	1
CCN(c1ccccc1)S(=O)(=O)c1cc2c3c(c1)C(C)C(=O)N3CCC2 (configuration not stated)	-10	0.3	-4	x	3	2	20
CN(CC(=O)Nc1ccc(F)cc1)C(=O)c1ccc(OCc2ccccc2)cc1	-1	-1.1	9	1	-2	0	8
CC(C)(C)c1ccc(NC(=O)NCc2ccco2)cc1	x	-0.8	x	-18	4	x	10
COc1ccc(CNC(=O)N2CCN(c3ccc(F)cc3)CC2)cc1Cl	7	3.6	1	4	1	10	-19
O=C(Nc1ncccn1)c1ccc(Cl)c([N+](=O)[O-])c1	-3	4.9	2	16	2	1	-1
O=C(/C=C/c1nc2ccccc2s1)N1CCCCCC1	8	0.5	-3	-80	2	-113	1
CC(C)c1cccc(C(C)C)c1NC(=S)Nc1cccc(Cl)c1	7	0.6	1	0	-6	8	-7
CC(C)C#Cc1cnc2c(c1)C(=O)N([C@@H](C)CO)C[C@H](C)[C@H](CN(C)C(=O)Cc1ccncc1)O2	-37	0.2	-9[16.7 µM]	-4	-1	3	14

Three entries from above, sorted by number of heavy atoms, descending:
SMILES	FN deposit inh	CFTR F508del cor	miR122 inh	EWS-Fli inh	DENV2 CPE	PAX8 inh HTS	INS-1E GSIS act
CCN(c1ccccc1)S(=O)(=O)c1cc2c3c(c1)C(C)C(=O)N3CCC2 (configuration not stated)	-10	0.3	-4	x	3	2	20
CC(C)c1cccc(C(C)C)c1NC(=S)Nc1cccc(Cl)c1	7	0.6	1	0	-6	8	-7
CC(C)(C)c1ccc(NC(=O)NCc2ccco2)cc1	x	-0.8	x	-18	4	x	10

Other structures follow:
SMILES	FN deposit inh	CFTR F508del cor	miR122 inh	EWS-Fli inh	DENV2 CPE	PAX8 inh HTS	INS-1E GSIS act
O=C(/C=C/c1ccc([N+](=O)[O-])cc1)NCc1ccc2c(c1)OCO2	3	0.0	-8	-6	7	10	-1
COCCNC(=O)c1cc2c(c(-c3cccc(-c4cccc(OC)c4)c3)n1)[C@@H](CCO)N(S(=O)C(C)(C)C)C2 (some centres not stated)	11	-1.3	x	-16	3	-5	-4
Cc1ccc(NC(=O)CSCC(=O)O)cc1	-2	-1.6	x	-6	1	5	19
CCCn1c(/C=C/c2cc[n+](C)cc2)nc2ccccc21	6	-5.1	-1	5	-2	18	0
O=C(c1cccc(S(=O)(=O)Nc2ccccc2Cl)c1)N1CCCCCC1	10	-0.9	3	-3	18	6	0
COc1ccc(CN2CC3(CN(S(=O)(=O)c4ccc(C)cc4)C3)c3c([nH]c4cc(OC)ccc34)[C@H]2CO)cc1	-7	-4.4	x	12	-2	x	4
O=C(N/N=C\c1ccc(-c2ccc([N+](=O)[O-])cc2)o1)C1COc2ccccc2O1 (configuration not stated)	-7	x	x	6	-2	-4	7
COc1ccc(CNC(=O)N(C)C[C@@H]2OCc3ccccc3-c3c(n(C)c4ccccc34)C(=O)N([C@H](C)CO)C[C@@H]2C)cc1	-19	1.1	x	20	-9	-19	12
CN1CCN(C(=O)C[C@H]2CC[C@@H]3[C@H](COC[C@@H](O)CN3Cc3ccc(Oc4ccccc4)cc3)O2)CC1	7	-1.2	6[16.7 µM]	22	-9	8	20
CCOC(=O)c1ccccc1NC(=O)N[C@@H](C)C(=O)OC	x	-3.5	5	9	18	x	54
C[C@H](NC(=O)C[C@@H]1C=C[C@H](NC(=O)Nc2ccc3c(c2)OCO3)[C@@H](CO)O1)c1ccccc1	9	-0.6	-2[16.7 µM]	-2	6	-1	-3
